RXFP1 antagonist: RXFP1 (human) relaxin receptor antagonism. Q9HBX9. HEK293-RXFP1, relaxin-stimulated cAMP HTRF, 30 min; stronger effect = lower value. activity change, negative = inhibition, % at 57.5 µM. 0.59% of 350,000 active;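 active = activity change of -60% or lower, but not beyond a set lower limit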; note: % is set by controls: 0 for no effect and ±100 for the full control effect
Target sequence (Q9HBX9 whole entry, looked up): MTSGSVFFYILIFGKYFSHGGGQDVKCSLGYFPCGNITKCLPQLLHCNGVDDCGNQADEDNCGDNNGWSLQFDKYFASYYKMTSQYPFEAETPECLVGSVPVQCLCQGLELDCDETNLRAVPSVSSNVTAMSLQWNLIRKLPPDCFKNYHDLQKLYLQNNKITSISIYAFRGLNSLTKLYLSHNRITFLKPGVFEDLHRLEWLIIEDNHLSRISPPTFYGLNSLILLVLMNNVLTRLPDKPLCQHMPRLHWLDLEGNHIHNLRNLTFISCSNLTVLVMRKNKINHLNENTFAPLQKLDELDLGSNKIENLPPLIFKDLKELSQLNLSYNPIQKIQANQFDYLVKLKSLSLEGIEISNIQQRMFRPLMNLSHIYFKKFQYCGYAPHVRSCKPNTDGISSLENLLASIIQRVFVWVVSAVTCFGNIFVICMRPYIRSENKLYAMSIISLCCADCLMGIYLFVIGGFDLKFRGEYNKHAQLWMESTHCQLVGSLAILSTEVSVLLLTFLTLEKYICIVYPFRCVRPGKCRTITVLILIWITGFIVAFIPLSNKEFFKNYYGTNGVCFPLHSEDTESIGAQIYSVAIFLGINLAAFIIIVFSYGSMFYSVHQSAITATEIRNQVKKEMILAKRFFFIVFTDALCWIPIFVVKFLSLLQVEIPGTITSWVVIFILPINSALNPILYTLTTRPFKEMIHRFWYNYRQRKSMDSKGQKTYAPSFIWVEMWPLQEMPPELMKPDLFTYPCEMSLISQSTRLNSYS
D1 antag: human D1 dopamine receptor antagonism | P21728 | HEK293 TREx D1 cells, calcium flux, dopamine EC80; stronger effect = lower value | activity change, negative = inhibition, % at 10 µM | 3.2% of 360,000 active; in the data active = activity change below about -30%; note: % is set by controls: 0 for no effect and ±100 for the full control effect
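Inducible Hek293 Trex D1 cells (tetracycline, overnight, 30 C). Calcium dye 30–90 min RT. Antagonist mode: EC80 dopamine added after 180 s compound read.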
TRHR ag: agonists of human TRH receptor | P34981 | TRHR cells, calcium flux fluo-8, FDSS agonist mode | activation, % at 2 µM | 0.18% of 360,000 active | AID 493084; note: 0% is about no effect
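Agonist-mode FDSS calcium read (Ex 480/Em 530, 1 s cycles) in 1536-well TRHR cells with fluo-8 dye, after 10-cycle baseline and 23 nL compound addition; TRH at EC20 (10 nM final) added afterwards for the enhancer phase.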
D1 ag: activates the human D1 dopamine receptor. P21728. HEK293 T-REx D1 cells, calcium flux, agonist mode. activation, % at 2 µM. 1% of 360,000 active; note: 0% is about no effect
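Inducible HEK293 T-REx D1 cells, force-coupled to calcium signalling, were plated at 4000 cells/well with tetracycline and held overnight at 30 C. After no-wash calcium dye loading, compound-evoked calcium rise over 180 s flagged agonists.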
D2 potentiator: D2 dopamine receptor (human) potentiation; P14416; HEK293 T-REx D2, calcium flux, EC20 dopamine potentiation; potentiation, % at 10 µM; 0.34% of 340,000 active; AID 485347;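 active = potentiation over 3 SD above the plate norm, cut at about 30% in these data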; note: 0% is about no effect
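Primary screen. Calcium kinetics in induced HEK293 T-REx D2 cells: compound pre-addition 180 s, EC20 dopamine, 180 s more.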
D2 ag: agonists of human D2 dopamine receptor. activation, % at 2 µM. P14416. 0.53% of 340,000 active. HEK293 T-REx D2 cells, calcium flux agonist mode;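 active = activation over 3 SD above normal in the single-dose calcium agonist read, cut at about 30% in these data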; note: 0% is about no effect
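Calcium-flux readout, 1 cycle/sec over 180 s following compound pin transfer, in inducible HEK293 Trex D2 cells (force-coupled); dopamine controls included. Positive calcium responses during this window marked compounds as potential agonists.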
D1 PAM: human D1 dopamine receptor positive modulation; P21728; HEK293 TREx D1 cells, calcium flux, dopamine EC20 potentiation; potentiation, % at 10 µM; 0.036% of 360,000 active; in the data active = potentiation above about 30%; note: 0% is about no effect
D2 antagonist: D2 dopamine receptor (human) antagonism. P14416. AID 485344. 2% of 340,000 active. HEK293 TREx D2 cells, calcium flux, dopamine EC80. inhibition, % at 10 µM; in the data active = inhibition above about 30%; note: 0% is about no effect
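Read-out: kinetic calcium fluorescence (1 cycle/s) in inducible HEK293 T-REx D2 cells after an EC80 dopamine addition that followed 180 s compound preincubation. Loss of the dopamine response indicates antagonism.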
TRHR enhancer: allosterically enhances the human TRH receptor | TRHR cells, fluo-8 calcium fluorescence, EC20 TRH enhancement | P34981 | AID 493056 | enhancement, % at 2 µM | 0.66% of 360,000 active; in the data active = enhancement above about 30%; note: 0% is about no effect
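Enhancer read-out: after compound pinning and an initial kinetic agonist-mode read, an EC20 of TRH (10 nM final) was injected and fluo-8 calcium signal (Ex 480/Em 530) followed at 1 s/cycle for 100 cycles in TRHR-expressing cells.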
Active calls of the source: *; nt = no result given; & = joins results of further samples. Cut-off read from the data, not from the text of the source, unless noted: active = activation above about 30%; inactive = the rest.

SMILES | RXFP1 antagonist | D1 antag | TRHR ag | D1 ag | D2 potentiator | D2 ag | D1 PAM | D2 antagonist | TRHR enhancer
COc1ccc(NC(=O)CC2C(=O)N(c3ccccc3)C(=O)N2C2CCCCC2)cc1 (stereo not drawn) | nt | -13 | -0.3 | -1 | 13 | 0.3 | -3 | nt | -5
N#C/C(=C\c1cn[nH]c1-c1ccc(Cl)cc1)C(=O)NC1CC1 | nt | -2 | 0.7 | 2 | 2 | -0.2 | 2 | 12 | 3
Cc1ccc(C(=O)Nc2nc3ccccc3n3nnnc23)cc1 | 3 | 2 | -0.9 | 5 | 29 | 0.9 | -3 | 11 | 5
COc1cccc(OCC(=O)NNC(=O)C(=O)Nc2cccc(C)c2)c1 | 3 | 0 | 0.4 | 6 | 17 | 0.7 | -1 | -9 | 7
COc1ccc(OC)c(CCNC(=O)c2cnn(-c3ccc(C)cc3C)c2C2CCN(C(=O)OC(C)(C)C)CC2)c1 | -25 | -4 | -0.3 | -1 | -5 | -1.1 | 8 | nt | -6
O=C(N/N=C/c1cccnc1)c1ccccc1OCc1cccc(Br)c1 | -15 | -15 | -1.7 | 6 | -2 | -1.2 | -2 | -10 | -3
CC(=O)N/C(=C\c1ccccc1)C(=O)OCC(=O)Nc1cc(S(=O)(=O)N(C)C)ccc1C | -4 | 4 | 4.1 | 6 | -8 | 2.2 | 13 | -7 | 4
CCCCOC(=O)Nc1ccc(C(=O)OCCC)cc1 | -13 | -31* | 0.7 | 2 | 0 | 0.4 | -16 | 7 | -16
O=C(NCCCN1CCOCC1)c1cc(-c2ccccc2)nc2ccccc12 | -6 | -13 | 0.0 | 3 | -3 | 0.3 | -1 | 12 | 0
CN(C(=O)C(Cl)Cl)C1CC2C=CC1C2 (stereo not drawn) | -5 | 13 | 0.2 | 1 | -3 | 0.1 | 1 | 2 | -3
CCC(c1nnnn1Cc1ccc2c(c1)OCO2)N1CCN(c2ccccc2)CC1 (stereo not drawn) | 8 | -15 | -1.3 | 2 | -33 | 80* | 3 | 79* | -5
C[N+]1(CCCCCCC(=O)/C=N/O)CCCCCC1 | 7 | 3 | 1.6 | 2 | 9 | -3.4 | -7 | -19 | 43*
CN(C(=O)CSc1nc2c(c(=O)[nH]1)CCCC2)C1CCCCC1 | 24 | 1 | 0.0 | 3 | -8 | -0.6 | 3 | 1 | -1
Cc1ccc(SCc2ccc(C(=O)Nc3cccc([N+](=O)[O-])c3C)cc2)cc1 | -4 | -14 | 1.4 | 6 | -2 | -0.5 | -9 | 14 | 2
COc1ccccc1OCCOC(=O)Nc1ccccc1 | 5 | -9 | -0.2 | 3 | -3 | -0.2 | 0 | 12 | 0
C=CCOC(=O)C1=C(C)OC(N)=C(C#N)C1c1ccoc1 (stereo not drawn) | -9 | -1 | 3.7 | 8 | nt | 1.9 | -4 | -7 | 4
ClC(Cl)c1nnc(-c2ccccc2)c(-c2c[nH]c3ccccc23)n1 | 4 | 1 | 0.5 | 1 | 1 | 0.9 | -6 | -1 | -2
NC(=O)C1CCN(C(=O)CSc2ccccn2)CC1 | 10 | -24 | 0.3 | 5 | 19 | 0.3 | -2 | -14 | 0
Cc1cccc(-n2nc(C(=O)Nc3ccccc3)n3c(=O)cc(-c4ccccc4)nc23)c1 | 3 | -4 | 0.2 | 0 | -7 | 0.9 | 1 | -7 | 19
O=C(CN(C(=O)Cn1nnc(-c2ccc(F)cc2)n1)c1ccc(F)cc1)NC1CCCC1 | -3 | -15 | -0.8 | 5 | 12 | -0.1 | 1 | -4 | -6

Records listed so far shown as hits in D2 antagonist.
Structure	RXFP1 antagonist	D1 antag	TRHR ag	D1 ag	D2 potentiator	D1 PAM	D2 antagonist	TRHR enhancer
CCC(c1nnnn1Cc1ccc2c(c1)OCO2)N1CCN(c2ccccc2)CC1 (stereo not drawn)	8	-15	-1.3	2	-33	3	79*	-5

Continuation.
SMILES | RXFP1 antagonist | D1 antag | TRHR ag | D1 ag | D2 potentiator | D2 ag | D1 PAM | D2 antagonist | TRHR enhancer
O=C(NC1CCN(C(=S)NCc2ccco2)CC1)C1CCCCC1 | 1 | -4 | 0.5 | 3 | 0 | -0.3 | 0 | 22 | 17
O=C(CNC(=O)c1ccccc1)NCc1ccc(Cl)cc1 | -19 | nt | -1.3 | -2 | 8 | 0.0 | -1 | -13 | -4
Cc1ccc(/C=C/S(=O)(=O)NCC(=O)OCC(=O)N2CC(=O)Nc3ccccc32)cc1 | -1 | 4 | -0.1 | 0 | 9 | 0.0 | -2 | 14 | -4
COc1ccc(S(=O)(=O)n2nc(OC(=O)C3CCCCC3)cc2N)cc1 | -3 | 11 | -1.1 | 0 | -5 | 0.1 | 0 | -5 | 4
Cc1nc2cc3nc(C)sc3cc2s1 | -4 | 6 | -0.2 | 3 | 12 | -0.1 | 8 | -5 | 2
O=C(NC1CCCC1)C(c1ccc(N2CCOCC2)cc1)N(C(=O)c1ccco1)c1ccccc1F (stereo not drawn) | -1 | 6 | -0.3 | 0 | -4 | 0.3 | 6 | -25 | 5
O=C(NN1C(=O)c2ccccc2NC1c1ccoc1)c1ccc([N+](=O)[O-])cc1 (stereo not drawn) | 2 | -5 | -0.9 | 1 | nt | 0.1 | -5 | -13 | 0
CCOC(=O)c1[nH]c2c(c1-c1ccc(OC)cc1)C(=O)CC(c1ccc(OC)c(OC)c1)C2 (stereo not drawn) | -15 | 14 | 0.0 | -3 | -4 | 0.1 | 0 | -1 | -5
NC(=O)C1CCCN(C(=O)c2ccc(-c3cccc(Cl)c3Cl)o2)C1 (stereo not drawn) | -15 | 14 | -0.3 | 2 | -9 | -0.5 | -5 | -4 | -5
O=C(/C=C/c1ccccc1)c1cc(Br)ccc(=O)c1O | -23 | 1 | 1.9 | 1 | -6 | 0.5 | 6 | 14 | -4
COc1ccc(C(=O)NCC(=O)OCc2ccc([N+](=O)[O-])cc2)cc1 | -10 | -10 | -2.1 | 0 | 5 | -1.4 | -1 | -5 | -5
CCOC(=O)N1CCc2c(sc3c2c(=O)n(Cc2ccccc2)c(=O)n3CC(=O)Nc2c(C)cccc2C)C1 | 6 | 14 | 0.1 | 1 | 4 | -0.3 | -2 | nt | 29
O=C(CCNC(=O)OCc1ccccc1)NC1CCCCCC1 | 5 | -13 | -0.1 | 0 | 3 | -0.1 | 2 | 6 | 1
COc1cccc(NC(=S)N(Cc2ccc(Cl)cc2)Cc2ccc(C(=O)O)cc2)c1 | 3 | 3 | 0.2 | 2 | -16 | -0.8 | 0 | -24 | 9
COC(=O)c1cc2c(-c3ccccc3)c(C)c3ccccn3c-2c1C(=O)OC | 12 | -1 | 2.1 | 5 | 0 | 1.2 | 0 | -5 | -9
CCCN1CCc2c(sc(NC(=S)NC(=O)c3ccccc3)c2C#N)C1 | 2 | 14 | 22 | 45* | -15 | 77* | 2 | 78* | 4
COc1ccc(C2=NOC(Cn3nc(-c4ccccc4)cc3C(=O)O)C2)cc1 (stereo not drawn) | nt | nt | 0.2 | 11 | 10 | 0.4 | 0 | 0 | -2
Cc1ccc(S(=O)(=O)NNC(=S)Nc2cccc(C)c2C)cc1 | 0 | -7 | -0.8 | 2 | 12 | -0.8 | -3 | 13 | 0
CCOC(=O)C1=C(COC(=O)COc2ccccc2C#N)NC(=O)NC1C (stereo not drawn) | 2 | -8 | 0.0 | 2 | 16 | -0.2 | -7 | -11 | -4
Cc1oc2c(c1C(=O)N1CCOCC1)C(=O)c1ccccc1C2=O | nt | -14 | -0.5 | 2 | -6 | 0.0 | 2 | -11 | -1
COc1ccc(N2CCN(S(=O)(=O)c3ccc(OC)c(C(=O)N4CCCCC4)c3)CC2)cc1 | 3 | -15 | -0.4 | 0 | 2 | 0.4 | -4 | 27 | -4
CN(C)C(=O)CCc1nc(-c2ccc(C(C)(C)C)cc2)no1 | -3 | -29 | -2.6 | 11 | 6 | -0.2 | -3 | 20 | -1
COc1ccc(OC)c2sc(N(Cc3cccnc3)C(=O)c3ccco3)nc12 | -1 | nt | -0.4 | -2 | -7 | 0.6 | 4 | nt | -4
COc1ccc(OC)c(CCNC(=O)C2CCN(c3ncnc4c3nc3n4CCCCC3)CC2)c1 | -24&-2 | -9&-10 | -0.3&-0.7 | 1&-1 | 6&4 | -2.3&-1.3 | -3&1 | -26 | 0&-4
CCCN1CNc2c(c(=O)[nH]c(=S)n2CCc2ccc(OC)c(OC)c2)C1 | -24 | 10 | 0.0 | 0 | 7 | -0.6 | 1 | -11 | -1
COC(=O)C1CCN(C(=O)COC(=O)C2CCN(S(=O)(=O)c3ccc4c(c3)OCCO4)CC2)CC1 | 0 | -7 | -0.1 | 0 | 0 | -0.3 | 0 | -4 | 1
Cc1cc(Cl)ccc1NC(=O)CSc1nnc(Cc2cccs2)n1Cc1ccco1 | -5 | 5 | -0.1 | -3 | -17 | 0.7 | 2 | 0 | -6
O=C(COc1ncnc2ccccc12)N1CCN(C(=O)c2ccco2)CC1 | -4 | -6 | 0.3 | 4 | -2 | -0.5 | 6 | 2 | 0
CCN1CCCC1CN=Cc1c(O)n(-c2ccccc2)c(=O)c2ccccc12 (stereo not drawn) | -11 | -78* | -0.2 | 1 | -8 | 0.4 | -8 | -5 | 9
O=C(Nc1ccccc1C(=O)OCC(=O)N1CCc2ccccc2C1)c1ccco1 | -15 | 17 | -0.7 | 9 | 0 | 0.2 | -3 | -12 | -2
Cc1ccc(O)c(NC2=C(Cl)C(=O)N(Cc3ccccc3)C2=O)c1 | -15 | -11 | -0.6 | 5 | 2 | -1.0 | -4 | 1 | -3
Cc1ccccc1NC(=O)COc1ccc2oc(=O)cc(C)c2c1 | 9 | -19 | -0.7 | 2 | 10 | 0.0 | -3 | -6 | -2
O=C(NC(Cc1ccccc1)C(=O)O)/C(=C/c1ccc([N+](=O)[O-])cc1)NC(=O)c1ccco1 (stereo not drawn) | 1 | 2 | 5.2 | 7 | 24 | 2.1 | 10 | 12 | 11
Cc1ccc(NC(=S)N2C3CCCC2CC(NC(=O)C2CC2)C3)cc1C (stereo not drawn) | 2 | -12 | -1.3 | 2 | -10 | -0.1 | -6 | 20 | 2
O=[N+]([O-])c1cccc(S(=O)(=O)Nc2nc3ccccc3nc2Nc2cccc(S(=O)(=O)N3CCCCC3)c2)c1 | -8 | -32* | 1.3 | 20 | -7 | 0.7 | -6 | -19 | -20

4 entries picked at random from the list so far:
SMILES | RXFP1 antagonist | D1 antag | TRHR ag | D1 ag | D2 potentiator | D2 ag | D1 PAM | D2 antagonist | TRHR enhancer
CCOC(=O)c1[nH]c2c(c1-c1ccc(OC)cc1)C(=O)CC(c1ccc(OC)c(OC)c1)C2 (stereo not drawn) | -15 | 14 | 0.0 | -3 | -4 | 0.1 | 0 | -1 | -5
COC(=O)c1cc2c(-c3ccccc3)c(C)c3ccccn3c-2c1C(=O)OC | 12 | -1 | 2.1 | 5 | 0 | 1.2 | 0 | -5 | -9
Cc1ccc(C(=O)Nc2nc3ccccc3n3nnnc23)cc1 | 3 | 2 | -0.9 | 5 | 29 | 0.9 | -3 | 11 | 5
CCC(c1nnnn1Cc1ccc2c(c1)OCO2)N1CCN(c2ccccc2)CC1 (stereo not drawn) | 8 | -15 | -1.3 | 2 | -33 | 80* | 3 | 79* | -5

Compound activity (PubChem BioAssay)
